Bioassay records deposited in PubChem by several laboratories.
CRFBP-R2 block = blocks CRF-induced signaling of the CRF-BP/CRF-R2 complex. HEK293 CRF-R2/CRF-BP, CRF-induced calcium fluorescence. inhibition, % at 11.8 µM. hit rate 0.59% among 350,000. AID 588475;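 active means inhibition of the ligand-induced calcium signal above about 50% at the single tested concentration, limit read from the data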
IDE inh = inhibitors of human insulin-degrading enzyme in cells. P14735. HEK cells, FAbetaB cleavage, fluorescence polarization. inhibition, % at 5.59 µM. hit rate 0.41% among 320,000. AID 434962;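 active means percent inhibition above the average of all tested compounds plus 3 SD, set per screening campaign, cut at about 16% in these data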;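 further: IDE supplied by intact live HEK cells; FP after avidin binding of uncleaved biotin substrate so inhibition keeps polarization high; 0% = DMSO wells and 100% = 60 µM reference IDE inhibitor Ii1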
M5 PAM = potentiates acetylcholine response at human M5 receptor; P08912; activation, % at 3 µM; CHO-K1 hM5, Fluo-8 calcium, ACh EC20 PAM; 0% = ACh EC20, 100% = ACh EC100; AID 624038; hit rate 0.3% among 360,000;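 active means activation above the run cutoff, the mean activation of all test compounds plus 3 SD, cut at about 18% in these data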
Target sequence (P08912 whole entry, looked up): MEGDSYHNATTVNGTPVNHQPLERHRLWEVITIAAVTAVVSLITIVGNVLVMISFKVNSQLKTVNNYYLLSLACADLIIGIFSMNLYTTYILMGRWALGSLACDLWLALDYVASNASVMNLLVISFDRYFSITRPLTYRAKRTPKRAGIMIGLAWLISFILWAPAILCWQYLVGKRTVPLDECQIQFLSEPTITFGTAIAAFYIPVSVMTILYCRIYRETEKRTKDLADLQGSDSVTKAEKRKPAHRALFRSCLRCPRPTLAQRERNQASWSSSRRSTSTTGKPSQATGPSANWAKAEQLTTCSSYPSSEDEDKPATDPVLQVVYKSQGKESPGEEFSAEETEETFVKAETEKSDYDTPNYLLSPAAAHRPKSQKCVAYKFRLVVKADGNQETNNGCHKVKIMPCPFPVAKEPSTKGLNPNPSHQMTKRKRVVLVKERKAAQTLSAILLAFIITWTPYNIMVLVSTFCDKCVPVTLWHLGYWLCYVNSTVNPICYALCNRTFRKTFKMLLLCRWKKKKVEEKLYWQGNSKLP
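System: CHO-K1 hM5 cells. Reagent: acetylcholine, EC20 level. Compound dosing: single dose, 3 µM nominal final test concentration. Timing: Post-acetylcholine fluorescence recording 140 s. Detection: Fluo-8 calcium fluorescence. Read-out: % activation, ACh-normalized. Benchmarks: ACh EC20 and EC100 wells. Repeats: singlicate, one well per test compound.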
M5 ag = CHRM5 agonism in calcium assay | P08912 | CHO-K1 hM5 cells, Fluo-8 calcium fluorescence; 0% DMSO wells, 100% maximal acetylcholine response | activation, % at 3 µM | hit rate 0.19% among 360,000;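 active means activation above the run's mean over test compounds plus 3 SD, cut at about 23% in these data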;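 further: signal is peak over basal fluorescence ratio across the kinetic read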
CHRM4 PAM = positive allosteric modulators of human muscarinic M4 receptor; P08173; CHO-K1 hM4/Gqi5, Fluo-8 calcium fluorescence, ACh EC20; 0% = ACh EC20, 100% = maximal ACh; activation, % at 3 µM; hit rate 0.4% among 360,000;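 active means activation above its plate's cutoff, the mean activation of sample wells plus 3 SD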; further: some results filed as inactive read as strong as hits
Target sequence (P08173 whole entry, looked up): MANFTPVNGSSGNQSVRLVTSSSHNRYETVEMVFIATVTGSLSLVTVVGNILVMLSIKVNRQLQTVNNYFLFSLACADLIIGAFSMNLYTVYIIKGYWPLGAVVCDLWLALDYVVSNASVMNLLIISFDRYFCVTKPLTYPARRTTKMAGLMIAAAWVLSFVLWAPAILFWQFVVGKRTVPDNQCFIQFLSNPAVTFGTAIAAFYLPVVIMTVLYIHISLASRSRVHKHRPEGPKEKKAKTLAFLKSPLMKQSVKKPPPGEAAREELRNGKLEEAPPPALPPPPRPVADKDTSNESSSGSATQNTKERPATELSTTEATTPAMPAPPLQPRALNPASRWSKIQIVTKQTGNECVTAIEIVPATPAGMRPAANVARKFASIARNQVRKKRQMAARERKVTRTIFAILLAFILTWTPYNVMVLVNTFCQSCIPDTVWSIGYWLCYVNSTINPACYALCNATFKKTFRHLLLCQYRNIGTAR
CRFR2-BP ag = agonists of human CRF-binding protein/CRF-R2 receptor complex; activation, % at 13.2 µM; HEK293 CRF-R2/CRF-BP, calcium dye fluorescence (FLIPR); percent of saturating CRF peptide response; hit rate 0.46% among 350,000;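 active means activation of at least 50%, plus an integration ratio under a set limit after plate pattern correction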;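 further: plate controls were neutral control wells without compound for no effect and CRF at EC100 for full effect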
CHRM5 antagonist = CHRM5 antagonism in calcium assay. P08912. CHO-hM5 cells, Fluo-8 calcium fluorescence, ACh EC80. inhibition, % at 3 µM. hit rate 0.59% among 360,000. AID 624040;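 active means inhibition above a per-plate cutoff, the mean of that plate's test compounds plus 3 SD, cut at about 27% in these data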;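 further: 0% = acetylcholine EC80 with DMSO and 100% = DMSO without agonist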
CHRM4 antagonist = CHRM4 antagonism in calcium assay | P08173 | hit rate 0.73% among 360,000 | inhibition, % at 3 µM | CHO-hM4 cells, ACh EC80, Fluo-8 calcium fluorescence;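 active means inhibition above its plate's cutoff, the mean inhibition of sample wells plus 3 SD, cut at about 27% in these data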;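 further: 0% = acetylcholine EC80 with DMSO and 100% = DMSO without agonist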
M4 ag = CHRM4 agonism in calcium assay; CHO-K1 hM4/Gqi5, Fluo-8 calcium fluorescence; vehicle 0%, full acetylcholine response 100%; activation, % at 3 µM; hit rate 0.14% among 360,000; AID 624127;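 active means activation above the run mean over all test wells plus 3 SD, cut at about 32% in these data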;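 further: peak over basal fluorescence ratio per well then scaled between controls; 0% = DMSO wells and 100% = acetylcholine at EC100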
An asterisk follows results filed as active; · = no result given.

SMILES | CRFBP-R2 block | IDE inh | M5 PAM | M5 ag | CHRM4 PAM | CRFR2-BP ag | CHRM5 antagonist | CHRM4 antagonist | M4 ag
CSc1nsc(SCc2cnc(C)nc2N)n1 | -4 | 0 | -1 | -3 | -1 | -1.1 | 6 | 8 | 1
Cc1c(N)cccc1-c1nc2ccccc2[nH]1 | 44 | 0 | -3 | -4 | -2 | -1.2 | 4 | 5 | 1
NS(=O)(=O)c1ccc(-c2ccc(/C=N/Nc3ccc(C(=O)O)cc3)o2)cc1 | 15 | 3 | -6 | -1 | 10 | 2.1 | 6 | -2 | 1
O=C1C(Cc2ccccc2)NC(=S)N1Cc1ccccc1 (configuration not stated) | 3 | -1 | -5 | -5 | -6 | -1.2 | -1 | 8 | 1
COc1cc2c(cc1OC)C(C1(O)CCCCC1)NCC2 (configuration not stated) | 13 | · | 2 | -1 | 3 | 0.0 | -4 | -3 | 0
Cc1ccc(OCCNC(=O)c2ccc3ccccc3n2)cc1 | -4 | -4 | -5 | -3 | 1 | 2.4 | 15 | 8 | 0
COc1ccc(NC(=O)c2sc3ncn(CC(=O)N4CCN(c5ccccn5)CC4)c(=O)c3c2C)c(OC)c1 | -11 | 3 | 1 | -2 | 2 | -0.5 | 1 | -8 | 0
CCCCCCCNC(=O)C1(CC2CC(c3ccc(Cl)cc3)=NO2)CCN(C(=O)Cc2ccc(F)cc2)CC1 (configuration not stated) | 3 | -2 | 4 | 0 | 2 | 3.5 | -6 | 4 | 1
Nc1cc(Nc2ccccc2)ccn1 | -3 | 3 | 4 | -7 | -5 | 0.3 | 5 | 4 | 2
C=CCNC(=S)Nc1cccc(NC(=S)NCC=C)c1 | 13 | 1 | -2 | 1 | -3 | -1.3 | 1 | 4 | 1
COc1ccc(-c2cc(=O)oc3cc(OC(C)C(=O)NC4CC4)ccc23)cc1 (configuration not stated) | -1 | 6 | 0 | 2 | 4 | -1.0 | 1 | -8 | 0
O=C(Nc1nc(-c2cccs2)cs1)c1cccc(S(=O)(=O)N2CCCCC2)c1 | -48 | 3 | -10 | -5 | -3 | -1.5 | -1 | -1 | 1
C1CCC2=NCCCN2CC1 | -24 | 6 | -1 | 0 | 6 | 2.5 | 4 | -1 | 0
COc1ccc(S(=O)(=O)Nc2ccc(F)cc2)c(C)c1C | -11 | 1 | -3 | 2 | -5 | 0.3 | -3 | 6 | 1
COC(=O)c1cccc(NC(=O)CC2C(=O)NCCN2C(=O)Nc2ccccc2)c1 (configuration not stated) | -14 | 2 | -5 | -4 | 8 | -0.5 | 6 | -14 | 1
CCOc1ccc(C(c2nnnn2Cc2ccccc2)N2CCN(C(=O)c3ccco3)CC2)cc1 (configuration not stated) | -5 | 1 | -1 | -3 | -2 | 1.3 | 7 | 2 | 3
Cc1ccc2nc(-c3cccc(Br)c3)c(Cc3ccccn3)n2c1 | · | · | 5 | -1 | -1 | · | 8 | -2 | 3
Cc1ccc(N2C(=O)c3ccc(C(=O)N4CCOCC4)cc3C2=O)cc1C | 3 | 3 | 2 | -2 | 0 | -1.1 | -6 | -11 | 3
COc1cccc(C(=O)N2CCN(Cc3ccccc3Br)CC2)c1 | 8 | 3 | 3 | 0 | 0 | -0.3 | 10 | -2 | 1
CC(=O)N1c2ccc(S(=O)(=O)NCC3CCC(C(=O)NCc4ccc(C)o4)CC3)cc2CC1C (configuration not stated) | 9 | 2 | -2 | -3 | -2 | -0.1 | -1 | 3 | 5
CCN(CC(=O)Nc1c(F)cccc1F)C(=O)CCCc1cccs1 | 5 | -1 | 5 | -2 | 2 | -0.5 | 9 | 1 | 1
Cc1ccc(/C=C/c2nc3ccccc3[nH]2)o1 | -4 | -1 | 5 | 5 | -6 | 11 | 2 | 0 | 2
CC1CCCN(C(C(=O)NC2CCCCC2)c2cc3c(cc2[N+](=O)[O-])OCO3)C1 (configuration not stated) | -12 | -1 | -1 | -1 | 25* | 1.1 | 5 | -10 | 0
C/C=C/C=C\C(=O)Nc1cccc(C2=NOC3(C2)C[C@H](C(N)=O)N(C(=O)/C=C/C)C3)c1 (some centres not stated) | 6 | -3 | 2 | 0 | 1 | -1.6 | 10 | 3 | 0
CC(=O)c1cc(-c2ccccc2)n(CCC(=O)NC2CCCCCC2)c1C | 22 | 10 | 4 | 0 | -3 | -14 | 0 | 2 | 1

Five entries drawn at random from those above:
SMILES | CRFBP-R2 block | IDE inh | M5 PAM | M5 ag | CHRM4 PAM | CRFR2-BP ag | CHRM5 antagonist | CHRM4 antagonist | M4 ag
C=CCNC(=S)Nc1cccc(NC(=S)NCC=C)c1 | 13 | 1 | -2 | 1 | -3 | -1.3 | 1 | 4 | 1
CC1CCCN(C(C(=O)NC2CCCCC2)c2cc3c(cc2[N+](=O)[O-])OCO3)C1 (configuration not stated) | -12 | -1 | -1 | -1 | 25* | 1.1 | 5 | -10 | 0
Cc1ccc(OCCNC(=O)c2ccc3ccccc3n2)cc1 | -4 | -4 | -5 | -3 | 1 | 2.4 | 15 | 8 | 0
CC(=O)c1cc(-c2ccccc2)n(CCC(=O)NC2CCCCCC2)c1C | 22 | 10 | 4 | 0 | -3 | -14 | 0 | 2 | 1
COc1ccc(NC(=O)c2sc3ncn(CC(=O)N4CCN(c5ccccn5)CC4)c(=O)c3c2C)c(OC)c1 | -11 | 3 | 1 | -2 | 2 | -0.5 | 1 | -8 | 0

The list continues:
SMILES | CRFBP-R2 block | IDE inh | M5 PAM | M5 ag | CHRM4 PAM | CRFR2-BP ag | CHRM5 antagonist | CHRM4 antagonist | M4 ag
COc1ccc2cnnc(SCC(=O)Nc3ccc(C(=O)O)cc3)c2c1OC | 4 | -3 | 0 | -1 | 5 | -1.8 | 1 | 1 | 0
COc1ccc(OCc2nnc(SCC(N)=O)n2-c2ccccc2OC)cc1 | 4 | -1 | 6 | 3 | 1 | -0.7 | -1 | 6 | 1
CCN1C(=O)CC(N2CCN(CC(=O)NC(C)C)CC2)C1=O (configuration not stated) | 8 | -1 | 7 | -3 | 6 | 1.5 | -7 | -10 | -1
C=CC[N+]1(CC#CCOC(c2ccccc2)c2ccccc2)CCOCC1 | -10 | 1 | 0 | -7 | -11 | -1.6 | 1 | 10 | 0
Cc1c(/C=N/NC(=O)c2cc(Br)ccc2O)c(=O)n(C)c(=O)n1C | 0 | 1 | -2 | -1 | 4 | 0.8 | 10 | 1 | -1
Cc1cc([N+](=O)[O-])nn1CCCC(=O)N1CCN(c2ccc(F)cc2)CC1 | -7 | -2 | -2 | 0 | -10 | 3.4 | -6 | -2 | 2
COc1ccc(NC(=O)C2C3C=CC(C3)C2C(=O)NCc2ccccn2)c(OC)c1 (configuration not stated) | -4 | 1 | 0 | -5 | -2 | 0.6 | -3 | 12 | 1
Cc1ccsc1/C=C/c1ccc2ccccc2n1 | 18 | 10 | 3 | -1 | 5 | -3.3 | 0 | 7 | -3
O=C(c1ccccc1)N1CCCN(c2nccc(C(F)(F)F)n2)CC1 | -6 | -3 | -5 | 4 | -4 | -0.4 | 5 | 8 | 0
CC(C)Oc1ccc(S(=O)(=O)N2CCCCC2)cc1NC(=O)C1CCC1 | 16 | 2 | -3 | -1 | 2 | -2.6 | 4 | -5 | -1
CCOC(=O)C1=CC[C@@H](c2ccccc2)N(S(=O)(=O)c2ccc(C)cc2)[C@H]1c1ccc(C#N)cc1 | · | · | -12 | -2 | -14 | · | 3 | -3 | 0
Cc1cccc(C)c1NC(=O)C1=C(O)c2sccc2N(C)S1(=O)=O | 14 | -6 | -2 | 0 | 2 | 2.1 | -4 | 3 | 1
O=C(CSCc1ccc(F)cc1)NCc1ccc(F)cc1 | 6 | 8 | 3 | -8 | 11 | -3.7 | 7 | -10 | 1
COc1ccccc1N1CCN(C(=O)CN(Cc2ccccc2)S(C)(=O)=O)CC1 | 13 | 4 | -8 | 4 | -4 | -2.8 | 3 | -2 | 3
COCCn1c(=O)c2c(nc3n2CCCN3CCc2ccc(OC)c(OC)c2)n(C)c1=O | 5 | · | -6 | -2 | 2 | -0.2 | 10 | 9 | 3
COc1cc([N+](=O)[O-])ccc1NC(=O)C1C2C=CC(C2)C1C(=O)O (configuration not stated) | 4 | 0 | -3 | 3 | 4 | -0.3 | 5 | -3 | 1
CNC(=O)c1cc2c(s1)-c1ccccc1CC2 | 7 | 0 | 4 | -9 | -3 | 0.2 | -3 | 3 | -1
CCc1nc(NC2CCCCC2)c(C#N)c2c1COC(C)(C)C2 | -10 | 3 | 2 | -2 | 16 | 3.0 | -6 | -13 | 0
CC(NC(=O)c1cc(-c2ccncc2)nc2ccc(Cl)cc12)C1CCCO1 (configuration not stated) | -11 | -4 | -12 | -4 | 2 | -0.4 | 15 | -2 | 5
COc1ccc2oc(C(=O)NCCN3CCOCC3)c(C)c2c1OC | 11 | -4 | -2 | -3 | 0 | -3.4 | 4 | 6 | 1
CSc1ccc(/C=N\NC(=O)COc2ccc(Cl)cc2Br)cc1 | 2 | 6 | 7 | 0 | 9 | -1.7 | -11 | -4 | 0
CCCCC(=O)OCC(=O)Nc1ccc(C)c(F)c1 | -1 | 2 | 1 | -2 | 2 | -3.3 | -5 | 7 | 0
Cc1ccc(S(=O)(=O)NNC(=O)c2c(O)c3ccccc3[nH]c2=O)cc1 | -13 | 5 | 2 | 0 | 6 | 0.0 | 1 | 2 | 0
CC(=O)NC(CC(=O)Nc1ccc(S(=O)(=O)N2CCOCC2)cc1)c1ccccc1 (configuration not stated) | -7 | -3 | -7 | -1 | -2 | -1.3 | 7 | 2 | 1
COc1ccc(Cl)cc1Nc1nc(C)cc(=O)[nH]1 | 4 | 4 | 0 | -2 | 2 | -1.9 | 6 | 2 | 2

The list goes on:
SMILES | CRFBP-R2 block | IDE inh | M5 PAM | M5 ag | CHRM4 PAM | CRFR2-BP ag | CHRM5 antagonist | CHRM4 antagonist | M4 ag
COc1ccc(-n2nc3cc(C)c(N)c(Br)c3n2)cc1 | 5 | -2 | -8 | -3 | 5 | -1.4 | -6 | -7 | 1
O=S(=O)(NCCC1CC1(Cl)Cl)c1ccc(Cl)cc1 (configuration not stated) | 9 | -1 | -2 | -2 | -8 | -0.9 | 3 | 6 | 2
Cc1cc(C)n2c(SCC(=O)Nc3cccc(S(N)(=O)=O)c3)nnc2n1 | -2 | 5 | 8 | -1 | 2 | 0.0 | 12 | 2 | 0
CCCNC(=O)COC(=O)c1ccccc1OCC(=O)Nc1ccc(Br)cc1 | 17 | -5 | -2 | -1 | 1 | 3.9 | 4 | 4 | 1
CS(=O)(=O)Cc1ccc(C(=O)Nc2cccc(-c3nc4ccccc4[nH]3)c2)cc1 | 2 | 7 | -1 | -1 | -2 | -2.0 | 6 | 9 | 2
O=C1CC(CSc2ccc(Cl)cc2)=NN1 | 13 | 3 | 6 | 2 | -6 | 2.0 | 3 | 13 | 0
CCN1C(=O)/C(=C2\SC(=S)N(CCCOC)C2=O)c2ccccc21 | 5 | 4 | 5 | -2 | 7 | -2.2 | 3 | -1 | 0
CCCn1c2ccccc2c2cnn(CC(=O)N(CC)CC)c(=O)c21 | -15 | 2 | -4 | -1 | 6 | -4.0 | 8 | -2 | 1
O=C(O)C/C(=C\c1ccc2c(c1)OCO2)c1nc2ccccc2s1 | 2 | -5 | -3 | -2 | -2 | 0.1 | 10 | 2 | 1
CCNC(=S)N(CCc1c(C)[nH]c2ccc(C)cc12)Cc1cccs1 | -2 | -3 | -7 | -2 | -4 | -0.6 | 6 | 2 | 2
CNc1nc(N)c(C(=O)Nc2cc(C)on2)s1 | 15 | -1 | 2 | 1 | 7 | -4.6 | -1 | -10 | 2
